Screens deposited in PubChem by several laboratories.
MsrA inhibitor: bovine MsrA inhibition | purified bovine MsrA, absorbance read-out | inhibition, % at 15.5 µM | actives 0.75% (n = 360,000) | AID 651718; in the data active = inhibition above about 4.5%;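 note: 0% = vehicle wells with enzyme and 100% = reference inhibitor wells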
SKN-1 block: blocks SKN-1 activity in C. elegans; C. elegans VP596 Pgst-4::GFP/RFP ratio, acrylamide-induced, 24 h; actives 0.49% (n = 360,000); AID 624304; inhibition, % at 21.8 µM;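 active = interference check ratio from 0.5 to 1.5 plus GFP to RFP signal ratio inhibition reaching or exceeding a fixed threshold, cut at about 30% in these data, passing the limit was not always enough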; note: some compounds called inactive have numbers as strong as hits
Neddylation inh: cullin neddylation inhibition; P61081+Q13564; TR-FRET cullin neddylation, biochemical; calls only at 25 µM; actives 0.58% (n = 360,000); in the data active = inhibition above about 36%
NRP1-CendR mod: NRP-1/CendR interaction modulation; O14786; FAM-RPARPAR peptide binding to NRP-1, fluorescence polarization; inhibition, % at 25 µM; actives 0.85% (n = 360,000);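 active = inhibition or corrected inhibition above about 18%, plus a signal ratio from 0.5 to 1.5, limit read from the data, passing the limit was not always enough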; note: strong numbers were not always called active
Target sequence (O14786 whole entry, looked up): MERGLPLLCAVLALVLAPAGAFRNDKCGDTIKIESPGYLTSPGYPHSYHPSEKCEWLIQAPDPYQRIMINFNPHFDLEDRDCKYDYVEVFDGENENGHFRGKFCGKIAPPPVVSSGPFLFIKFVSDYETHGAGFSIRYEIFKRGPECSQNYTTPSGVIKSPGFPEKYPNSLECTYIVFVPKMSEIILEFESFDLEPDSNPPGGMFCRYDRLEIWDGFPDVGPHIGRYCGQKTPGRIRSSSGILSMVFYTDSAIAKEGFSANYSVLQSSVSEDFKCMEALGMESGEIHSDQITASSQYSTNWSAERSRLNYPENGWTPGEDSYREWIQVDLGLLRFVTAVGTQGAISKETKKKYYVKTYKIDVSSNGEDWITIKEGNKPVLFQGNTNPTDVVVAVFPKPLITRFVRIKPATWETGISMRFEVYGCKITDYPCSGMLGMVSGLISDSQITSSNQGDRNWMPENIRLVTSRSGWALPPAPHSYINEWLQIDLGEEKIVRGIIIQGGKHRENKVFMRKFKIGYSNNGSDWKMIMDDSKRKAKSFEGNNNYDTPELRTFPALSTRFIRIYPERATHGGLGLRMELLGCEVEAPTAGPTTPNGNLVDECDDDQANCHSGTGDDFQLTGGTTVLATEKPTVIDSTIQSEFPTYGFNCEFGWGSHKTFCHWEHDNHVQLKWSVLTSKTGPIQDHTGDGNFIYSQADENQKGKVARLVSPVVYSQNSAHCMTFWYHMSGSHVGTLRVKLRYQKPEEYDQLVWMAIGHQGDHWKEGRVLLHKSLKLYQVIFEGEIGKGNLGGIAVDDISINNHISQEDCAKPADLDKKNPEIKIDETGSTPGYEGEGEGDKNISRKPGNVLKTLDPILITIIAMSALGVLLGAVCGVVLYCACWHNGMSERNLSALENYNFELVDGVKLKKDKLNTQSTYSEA
MsrA act: activators of bovine methionine sulfoxide reductase A; purified bovine MsrA, absorbance read-out; activation, % at 10.6 µM; actives 0.3% (n = 360,000); in the data active = activation above about 7.5%;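 note: 0% = vehicle and 100% = reference activator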
Rin1-Abl PPI inh: inhibitors of human Rin1-Abl protein interaction | P00519+Q13671 | TR-FRET Rin1/Abl binding, biochemical | inhibition, % at 7.35 µM | actives 0.4% (n = 360,000) | AID 588664; in the data active = inhibition above about 5%, passing the limit was not always enough
E coli Lon inh: inhibitors of E. coli Lon protease; inhibition, % at 7.94 µM; purified E. coli Lon protease, fluorescence polarization; P0A9M0; actives 0.42% (n = 360,000); in the data active = inhibition above about 13%, passing the limit was not always enough;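 note: 0% = enzyme with probe and DMSO and 100% = no enzyme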
MT1-MMP act inh: inhibitors of human MT1-MMP activation; P50281; HT1080 RFP-PRO-GFP cells, GFP/RFP ratio fluorescence, overnight; percent of plate control window, DMSO zero; GFP/RFP ratio change, % at 20 µM; actives 0.061% (n = 360,000); AID 651647;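 active = GFP/RFP ratio change of at least 30% with cell ATP level not reduced by more than half and red fluorescence within 50% of control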; note: strong numbers were not always called active
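Test system: HT1080 RFP-PRO-GFP cells; Benchmarks: DMSO and RFP-L50D-GFP cell wells; Timing: cells overnight before dosing, compound overnight, 37 °C, 5% CO2; Compound: one 20 µM compound dose with 1% DMSO; Read-out: GFP/RFP fluorescence ratio.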
FAS TE block: FAS thioesterase (human) inhibition; recombinant FAS-TE, OMFH fluorogenic substrate, fluorescence endpoint; inhibition, % at 15 µM; actives 0.67% (n = 360,000); AID 602261;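 active = compounds whose normalised, plate-corrected inhibition of enzyme fluorescence in the single-dose primary screen is 50% or more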;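 note: 0% = DMSO with enzyme and 100% = substrate without enzyme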
Active calls of the source: *; i = inactive; + = active, no number.

SMILES | MsrA inhibitor | SKN-1 block | Neddylation inh | NRP1-CendR mod | MsrA act | Rin1-Abl PPI inh | E coli Lon inh | MT1-MMP act inh | FAS TE block
CCOC(=O)N1CCN(C(=O)CSc2nc3c(cnn3-c3ccc(Cl)cc3)c(=O)[nH]2)CC1 | -0.1 | -7 | i | -8 | -4 | 1 | -10 | 6 | 3
CC1CN(S(=O)(=O)c2cccc(C(=O)NCCCn3ccnc3)c2)CC(C)O1 (centres undefined) | -0.5 | 0 | i | 10 | -1 | 2 | -9 | -1 | -3
Cc1ccc(-c2nc(N)n(S(C)(=O)=O)n2)cc1 | -0.8 | 13 | i | 6 | 0 | -1 | 1 | 4 | -8
COc1cccc(-c2nc(CS(=O)CC(=O)NC(C)CCc3ccccc3)c(C)o2)c1 (centres undefined) | 0.2 | 0 | i | 6 | -6 | 4 | 9 | 1 | -1
Cc1cccc(NC(=O)[C@@H](NC(=O)[C@@H]2Cc3ccccc3CN2)C(C)C)c1 | -0.8 | 12 | i | 6 | -1 | -3 | 1 | 2 | -5
COC(=O)CSc1nc(-c2cccs2)ccc1C#N | 2.6 | 10 | i | -30 | -5 | -6 | -13 | -7 | 10
O=C(Nc1ccc2c(c1)OCO2)c1cc(-c2ccc(O)cc2)on1 | -0.2 | 6 | + | 1 | -2 | 2 | 4 | 3 | -3
O=C1C2C3C=CC([C@@H]2C(=O)N1Cc1cccnc1)C31CC1 (some centres undefined) | -0.6 | 0 | i | -12 | -3 | 1 | 1 | -7 | -3
Cc1cccc(NC(=O)NCc2ccc3c(c2)OCO3)c1 | 0.6 | 0 | i | -7 | -3 | 1 | -3 | -2 | 2
CCC1CCCCN1C(=O)c1ccc(OC2CCN(C(=O)CCOC)CC2)cc1 (centres undefined) | -0.3 | 12 | i | -7 | 0 | 0 | 1 | 1 | -5
Cc1ccc(C2C(C(=O)c3sc(C)nc3C)=C(O)C(=O)N2CCN(C)C)o1 (centres undefined) | 1.3 | 5 | i | -2 | -1 | 3 | -5 | -13 | -5
Nc1cc(C2CCCC2)nn1-c1ccccc1 | -0.8 | 4 | i | 14 | 9.1* | 0 | -3 | 10 | -4
COC(=O)/C(C#N)=C/c1ccc(C)o1 | 4.3 | 3 | i | -3 | -5 | 2 | -1 | 2 | -5
CCCCOc1ccc(CSc2ncn[nH]2)cc1 | -0.5 | 2 | i | 3 | -5 | 1 | -4 | -1 | -95
COc1ccc(C2/C=C\CN(C(=O)CC(C)C)CC(=O)N2Cc2ccc(F)cc2)cc1 (centres undefined) | 1.1 | 20 | i | 16 | 0 | 0 | -8 | -2 | 4
CC(C)c1ccc(C2C(C(=O)c3ccco3)=C(O)C(=O)N2CCN2CCOCC2)cc1 (centres undefined) | -0.2 | 11 | i | 6 | -1 | -4 | -5 | -5 | 10
Cc1ccc(NC(=O)C(C)Sc2nnc(C)n2C)cc1 (centres undefined) | -1.1 | -1 | i | 5 | -1 | -4 | -14 | -2 | -3
CCCCNC(=S)NC(=O)c1ccccc1Br | -0.4 | 20 | i | -10 | -1 | -3 | 4 | 0 | 1
Cc1cccc(NS(=O)(=O)c2cccc(C(=O)NNC(=O)c3ccccc3O)c2)c1 | 0.6 | -12 | i | 8 | 0 | 2 | 2 | 7 | 13
O=C(/C=C/c1ccc(Cl)cc1Cl)c1ccc[nH]1 | -0.2 | 30 | i | -14 | -4 | 0 | -4 | -7 | 4
O=c1ccc2cc3c4c(c2o1)CCCN4CCC3 | 1.3 | -1 | + | 72 | -5 | -15 | 80* | -49 | -45
O=[N+]([O-])c1cc(S(=O)(=O)N2CCOCC2)ccc1OCc1cccc(Cl)c1 | -0.2 | 9 | i | 5 | 0 | -4 | 2 | 1 | 4
OC1(c2ccc(Cl)cc2)CN(c2ccccc2)C2=[N+]1CCS2 (centres undefined) | -0.3 | -2 | i | 1 | -3 | 4 | -10 | -4 | 5
CCOc1ccc(CCNC(=O)CSc2nn(-c3ccc(C)c(Cl)c3)c(=S)s2)cc1OCC | -1.7 | 5 | i | -15 | -2 | 2 | -3 | 3 | -1
OC(c1cccc(F)c1)c1ncc(-c2ccc(Oc3ccccc3)cc2)[nH]1 (centres undefined) | 0.1 | 2 | i | -5 | 0 | 0 | -2 | -5 | 19
CCn1cc(S(=O)(=O)CC(=O)Nc2ccc(C)cc2)c2ccccc21 | -1.1 | 1 | i | 8 | -3 | -1 | -12 | -1 | -1
COCCn1c(SCC(=O)N2CC(=O)Nc3ccccc32)nc2ccccc2c1=O | -0.7 | -5 | i | 0 | 1 | 5 | -1 | -6 | -7
Cc1cc(NC(=O)COC(=O)C2CCC2)no1 | 0.5 | -2 | i | 1 | -3 | -1 | 0 | 0 | -9
COc1cccc(NC(=O)c2nn(-c3ccc(OC)cc3OC)c(=O)c3ccccc23)c1 | 0.6 | -1 | i | -3 | -3 | 2 | -3 | 7 | -5
NC(=O)CN1CCN(S(=O)(=O)c2ccc(Cl)cc2)CC1 | -0.1 | 9 | i | 6 | -4 | 1 | -3 | 3 | -7
N#Cc1c(NC(=S)NC(=O)c2ccccc2)sc2c1CCCC2 | -0.5 | -15 | i | -8 | -2 | 2 | -6 | 3 | -1
Cc1ccc(N2CCN(C(=O)N3CCCC3)CC2)cc1C | 0.4 | -8 | i | 20 | -11 | -5 | -11 | -1 | -9
CCCCOc1ccc(-c2ncc([N+](=O)[O-])cn2)cc1 | 1.4 | -2 | i | -6 | -3 | 3 | 4 | 3 | -1
O=C1OC2(CCCC2)OC(=O)C1=Cc1c[nH]c2ccccc12 | -0.3 | -5 | i | -12 | -1 | -3 | -9 | -1 | -4
Fc1ccc(-c2csc(/C=C/c3ccc4c(c3)OCO4)n2)cc1 | 0.1 | 8 | i | 4 | -3 | -5 | 3 | 0 | 29
CN(C)Cc1c(O)ccc2c(=O)c(-c3ccccc3)c(C(F)(F)F)oc12 | 2.8 | 5 | i | -7 | -3 | 0 | -17 | -1 | -4
O=C(CSc1ncnc2nc[nH]c12)c1ccc2ccccc2c1 | 0.0 | -6 | i | -16 | 2 | 1 | -8 | 8 | -16
COc1cccc(CC2(CO)CCN(CC3=CC[C@H]4C[C@@H]3C4(C)C)CC2)c1 | -0.6 | 3 | i | 6 | -1 | 0 | 0 | -1 | -2
Cc1ccccc1-c1cnc(C(O)c2ccc(F)cc2C)[nH]1 (centres undefined) | 0.4 | -2 | i | -1 | -2 | 3 | -7 | 6 | -9
CC1(C)C(=O)OC(c2ccccc2)C(C)(C)C1=O (centres undefined) | -0.6 | -3 | i | 1 | -2 | -2 | -17 | 1 | -2

An excerpt from above in order of heavy-atom count, rising:
SMILES | MsrA inhibitor | SKN-1 block | Neddylation inh | NRP1-CendR mod | MsrA act | Rin1-Abl PPI inh | E coli Lon inh | MT1-MMP act inh | FAS TE block
Cc1cc(NC(=O)COC(=O)C2CCC2)no1 | 0.5 | -2 | i | 1 | -3 | -1 | 0 | 0 | -9
CCCCOc1ccc(-c2ncc([N+](=O)[O-])cn2)cc1 | 1.4 | -2 | i | -6 | -3 | 3 | 4 | 3 | -1
Cc1ccc(N2CCN(C(=O)N3CCCC3)CC2)cc1C | 0.4 | -8 | i | 20 | -11 | -5 | -11 | -1 | -9
N#Cc1c(NC(=S)NC(=O)c2ccccc2)sc2c1CCCC2 | -0.5 | -15 | i | -8 | -2 | 2 | -6 | 3 | -1
CCn1cc(S(=O)(=O)CC(=O)Nc2ccc(C)cc2)c2ccccc21 | -1.1 | 1 | i | 8 | -3 | -1 | -12 | -1 | -1
CN(C)Cc1c(O)ccc2c(=O)c(-c3ccccc3)c(C(F)(F)F)oc12 | 2.8 | 5 | i | -7 | -3 | 0 | -17 | -1 | -4
OC(c1cccc(F)c1)c1ncc(-c2ccc(Oc3ccccc3)cc2)[nH]1 (centres undefined) | 0.1 | 2 | i | -5 | 0 | 0 | -2 | -5 | 19
COc1cccc(NC(=O)c2nn(-c3ccc(OC)cc3OC)c(=O)c3ccccc23)c1 | 0.6 | -1 | i | -3 | -3 | 2 | -3 | 7 | -5
CCOc1ccc(CCNC(=O)CSc2nn(-c3ccc(C)c(Cl)c3)c(=S)s2)cc1OCC | -1.7 | 5 | i | -15 | -2 | 2 | -3 | 3 | -1

Remaining list, next part
SMILES | MsrA inhibitor | SKN-1 block | Neddylation inh | NRP1-CendR mod | MsrA act | Rin1-Abl PPI inh | E coli Lon inh | MT1-MMP act inh | FAS TE block
Cc1[nH]nc(SCC(=O)NC2CCCCC2)c1[N+](=O)[O-] | 1.4 | -2 | i | 1 | -4 | -4 | -1 | -2 | 0
COc1ccc(CC(=O)Nc2nccs2)cc1OC | -1.2 | -13 | i | 8 | -2 | -2 | -14 | 6 | -10
O=C(Nc1cccc(-c2cscn2)c1)C1CCN(Cc2ccsc2)CC1 | -0.9 | 17 | i | 0 | -9 | -1 | 6 | 5 | -4
CCCCSC1=N/C(=C/c2ccsc2)C(=O)N1c1ccccc1 | 1.3 | 13 | i | 2 | -4 | -1 | -6 | -11 | 20
CCN(CC)CCNc1nc(SC)nc2sc3c(c12)CCN(C)C3 | 1.5 | 5 | i | -12 | -2 | -1 | -8 | -3 | -6
CCN(CC)S(=O)(=O)c1cccc(NC(=O)c2ccc(Br)cc2)c1 | 1.4 | 11 | i | -6 | -3 | 0 | -1 | -7 | 15
COc1ccc(-c2cc(C)no2)cc1S(=O)(=O)N1CCOc2ccccc21 | 0.4 | 15 | i | 0 | -1 | 1 | 4 | -1 | 20
CC1CCCN(S(=O)(=O)c2cccc(C(=O)NCc3ccco3)c2)C1 (centres undefined) | 0.7 | -15 | i | 9 | -4 | 4 | -2 | -1 | -1
COc1ccc(C(=O)NCCc2nnc3ccc(SCC(=O)N4CCCC4)nn23)cc1 | 0.6 | 7 | i | 5 | -2 | 7 | -1 | -3 | -7
Clc1ccc(-c2cc3ccccc3nc2N2CCOCC2)cc1 | -0.8 | 14 | i | -2 | -2 | -3 | 5 | 3 | 24
CN(Cc1c(C(=O)N/N=C/c2ccccc2)nnn1-c1nonc1N)C1CCCCC1 | 0.2 | -5 | i | 10 | -2 | 0 | 3 | -1 | -3
CCOc1ccc(CCNC(=O)CN(C)S(=O)(=O)c2cccs2)cc1OCC | 0.1 | 13 | i | 3 | -2 | 0 | -14 | -1 | -5
O=C(NCc1nnnn1-c1ccc(F)c(F)c1)c1ccc(S(=O)(=O)N2CCOCC2)cc1 | 0.7 | 3 | i | 3 | -2 | 3 | -8 | 2 | -6
N#Cc1c(N)[nH]c2ccc(Sc3ccccc3)cc12 | -0.6 | 9 | i | -6 | -3 | 0 | -4 | 16 | 32
Cc1ccc(S(N)(=O)=O)c(C)c1N1CCCC1=O | -0.1 | 2 | i | 2 | -5 | 2 | -3 | -3 | -13
Cc1ccc(NC(=O)CCN2C(=O)C3CCCCC3C2=O)c(O)c1 (centres undefined) | -0.2 | 7 | i | -14 | 3 | 6 | -1 | 0 | -5
COc1ccc(-c2coc3c(C(=O)NCc4ccc(F)c(F)c4)cccc23)c(C)c1 | 1.2 | 6 | i | 2 | 3 | -4 | -13 | 1 | 25
CCc1ccc(NC(=O)CSc2ccc(-c3ccccn3)nn2)cc1 | 0.6 | 4 | i | -2 | -3 | 3 | -2 | 3 | 0
O=C(CCCC(=O)N/N=C/c1ccccc1C(=O)O)N/N=C/c1ccccc1C(=O)O | -0.1 | -24 | i | -6 | -1 | -2 | 4 | -4 | -3
O=c1c2ccccc2nc(-c2ccccc2)n1Cc1ccco1 | -0.3 | 15 | i | -4 | -5 | -3 | -12 | -1 | 0
CCOC(=O)Cc1csc(NC(=O)c2ccc(C)cc2)n1 | -0.3 | -5 | i | 2 | -2 | 1 | 8 | -2 | -2
COCCn1c(Sc2nc(C)cs2)nc2c1c(=O)[nH]c(=O)n2C | -0.1 | -13 | i | 1 | -9 | -3 | -6 | 3 | -4

Not a hit list. About 4.2% of those tested had a hit in this group.
